From PubChem
IL1B secr inh = blocks inflammasome-driven IL-1 beta release; THP-1 LPS/ATP IL-1B secretion, AlphaLISA, 16 h; active compounds read low; activity change, % at 57.5 µM; 360,000 compounds, 4.7% hits; AID 743279; in the data active means activity change below about -50%; inconclusive means mostly about -30% to -49%; further: on the % scale 0 is the no-effect control and ±100 the full control effect
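THP-1 cells pretreated 1 hr with compounds (up to 57.5 uM final), then stimulated with LPS (250 ng/mL final) plus ATP (1.25 mM final); secreted IL-1B measured by AlphaLISA after 16 hr, decreased signal indicating inhibition.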
GLP-1R agonist = GLP-1 receptor (human) agonism; 380,000 compounds, 0.007% hits; HEK293 GLP-1R CRE-luciferase, luminescence, 4-6 h; cells express a hypersensitive GLP-1R form; Potency, µM (top dose mostly 45.6 µM), without a hit: at the highest dose activation, hits mostly activators; further: potency means the concentration at half of the fitted maximal effect; % of control where 0% means no effect
Target sequence (P43220 whole entry, looked up): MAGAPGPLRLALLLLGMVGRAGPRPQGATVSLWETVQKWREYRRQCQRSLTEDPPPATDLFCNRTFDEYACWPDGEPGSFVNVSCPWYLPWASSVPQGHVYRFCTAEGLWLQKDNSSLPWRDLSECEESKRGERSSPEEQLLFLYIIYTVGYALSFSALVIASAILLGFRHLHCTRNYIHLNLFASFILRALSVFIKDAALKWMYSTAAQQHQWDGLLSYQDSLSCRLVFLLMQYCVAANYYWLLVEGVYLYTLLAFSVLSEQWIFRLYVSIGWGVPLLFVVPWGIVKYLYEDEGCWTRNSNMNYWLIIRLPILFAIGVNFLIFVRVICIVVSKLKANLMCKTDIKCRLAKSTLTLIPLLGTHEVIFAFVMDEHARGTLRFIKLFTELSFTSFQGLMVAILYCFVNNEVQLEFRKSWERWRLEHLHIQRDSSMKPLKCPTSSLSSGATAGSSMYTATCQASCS
KB-V1 MDR tox = KB-V1 MDR subline cytotoxicity | Potency, µM (top dose mostly 46.1 µM), without a hit: top-dose activity change, negative = cytotoxicity, usual class: cytotoxic | KB-V1 MDR cells viability, CellTiter-Glo, 72 h | 400,000 compounds, 3.4% hits; further: potency means the concentration at half of the fitted maximal effect; on the % scale 0 is the no-effect control and ±100 the full control effect; nearly all actives have a fitted effect of over 60% in size
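Cytotoxicity toward P-gp-expressing KB-V1 cells was determined as loss of CellTiter-Glo luminescence after 72 h at 37 degrees C. Compounds were tested in quantitative HTS format across a concentration range, with curves fitted to normalized data.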
DRD3 antagonist = D3 dopamine receptor (human) antagonism; P35462; D3R cells, DiscoveRx beta-arrestin luminescence, antagonist mode; active compounds read low; max response, negative = inhibition, %; 360,000 compounds, 2.5% hits; AID 652054; in the data active means max response below about -50%; inconclusive means no clear call, values can overlap the other calls; further: on the % scale 0 is the no-effect control and ±100 the full control effect; mostly tested at two doses, the higher about 12 µM
Target sequence (P35462 whole entry, looked up): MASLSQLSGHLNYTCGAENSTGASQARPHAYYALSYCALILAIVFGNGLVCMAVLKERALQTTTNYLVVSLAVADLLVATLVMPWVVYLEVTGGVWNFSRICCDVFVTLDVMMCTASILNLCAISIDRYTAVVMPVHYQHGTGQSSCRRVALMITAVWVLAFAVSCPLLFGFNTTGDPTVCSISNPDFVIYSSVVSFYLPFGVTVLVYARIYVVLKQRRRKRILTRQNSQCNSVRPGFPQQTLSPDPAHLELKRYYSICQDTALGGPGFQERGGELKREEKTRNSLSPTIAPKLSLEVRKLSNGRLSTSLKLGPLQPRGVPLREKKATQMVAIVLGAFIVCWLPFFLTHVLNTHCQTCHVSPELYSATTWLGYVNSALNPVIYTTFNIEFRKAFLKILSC
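Cells expressing the human receptor were seeded at 1500 cells/well, incubated overnight at 37 degrees C in 5% CO2, then exposed to library compounds with dopamine controls for 90 minutes at 37 degrees C before luminescent detection.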
DRD3 agonist = agonists of human D3 dopamine receptor; 410,000 compounds, 0.58% hits; AID 652048; D3R DiscoveRx beta-arrestin cells, luminescence, 90 min; max activation, %; P35462; in the data active means max activation above about 30%; further: 0% is about no effect; mostly tested at two doses, the higher about 12 µM
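Agonist mode: compounds and dopamine controls were applied to plated cells for 90 min at 37 degrees C after an overnight attachment at 1500 cells/well. Luminescent read-out followed 30 - 60 minutes at room temperature with DiscoveRx detection reagent.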
KB-3-1 cytotox = KB-3-1 parental cell cytotoxicity. Potency, µM (highest dose often 46.1 µM), without a hit: top-dose activity change, negative = cytotoxic, most hits filed as cytotoxic. 400,000 compounds, 1.4% hits. KB-3-1 viability, CellTiter-Glo ATP luminescence, 72 h; further: potency means the concentration at half of the fitted maximal effect; on the % scale 0 is the no-effect control and ±100 the full control effect; nearly all actives have a fitted effect of over 60% in size
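Parental KB-3-1 adenocarcinoma cells in phenol-red-free DMEM with 10% FBS were pin-treated with compounds at several concentrations, incubated 72 h at 37 °C, and viability read by CellTiter-Glo luminescence; concentration-effect curves were fitted after normalization.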
HT1080 IDH1KD tx = toxicity to HT-1080 IDH1 knockdown cells (counter line); HT-1080 IDH1 knockdown viability, ATP luminescence, 48 h; 360,000 compounds, 2% hits; Potency, µM (series often up to 46.1 µM), without a hit: at the top dose activity, negative = toxicity, actives largely listed as cytotoxic;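 further: potency means the concentration at half of the fitted maximal effect; 0% = DMSO wells and -100% = cell-free medium wells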
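Assay cells: HT-1080 with IDH1 knockdown, 750 per well, RPMI/5% FBS. Exposure: 48 h at 37 °C following 2 h pre-incubation. Read: CellTiter-Glo luminescence; fitted concentration-response, curve class assigned.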
HT1080NT lethal = kills 2HG-producing HT-1080-NT fibrosarcoma cells | Potency, µM (highest dose often 46.1 µM), for the others: at the highest dose activity, negative = less viability, actives largely listed as cytotoxic | 360,000 compounds, 1.6% hits | HT-1080-NT fibrosarcoma viability, CellTiter-Glo ATP luminescence, 48 h | AID 686970;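 further: NT is the 2HG producing partner of a matched IDH1 knockdown line; potency means the concentration at half of the fitted maximal effect; 0% = DMSO-treated cells and -100% = media-only wells without cells; nearly all actives have a fitted effect of over 55% in size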
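Luminescent CellTiter-Glo readout after 48 hours of compound exposure at 37 degrees C defined viability of HT-1080-NT cells. Activity was normalized to DMSO wells and cell-free media wells; concentration-response curves were fitted and assigned curve classes.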
SW480 rerep = DNA re-replication induction in SW480 cells. 340,000 compounds, 1.8% hits. AID 624297. SW480 DNA re-replication, Hoechst DNA content imaging, 48 h. Potency, µM (highest dose often 46.1 µM), without a hit: top-dose re-replication activation, actives largely listed as activators; further: potency means the concentration at half of the fitted maximal effect; % of control where 0% means no effect; nearly all actives have a fitted effect of over 55% in size
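Image-based read-out: total Hoechst fluorescence of nuclei (405 nm excitation, 500-530 nm emission), with hits raising the fraction of high-intensity nuclei. SW480 colon cells incubated 48 hr with compounds at 37 C.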
An asterisk follows results filed as active; i = inactive; ? = inconclusive; nt = no result given; [ ] = dose if it differs, or a comment. Unless noted, the call rests on the fitted dose curve; in most records, active means well fitted curve in the direction sought with a large enough effect; inconclusive means small, poorly fitted or top-dose-only effect, or another doubt; inactive means no such curve, though single readings can be large; an effect the other way counts as inactive or inconclusive.

SMILES	IL1B secr inh	GLP-1R agonist	KB-V1 MDR tox	DRD3 antagonist	DRD3 agonist	KB-3-1 cytotox	HT1080 IDH1KD tx	HT1080NT lethal	SW480 rerep
Cn1nc(C(C)(C)C)c([N+](=O)[O-])c1C(=O)Nc1ccc(Br)cc1	-29	1%	?	-8	-3	0%	-26%	?	-3%
Cc1ccc([C@@H]2C[C@H]3[C@@H](CN2S(=O)(=O)c2ccc(Cl)cc2)C(=O)C[C@@H](c2ccc(Cl)cc2)N3S(=O)(=O)c2ccccc2C)cc1	13	-5%	7%	-7	4	-10%	4%	11%	nt
CC(=O)Oc1ccc(C(=O)NCc2ccc3c(c2)OCO3)cc1	-8	-5%	12%	-7	-7	12%	2%	0%	-8%
O=C(Nc1cc(Cl)cc(Cl)c1)C1C2C=CC3(O2)C1C(=O)N(CCCN1CCOCC1)C3C(=O)NC1CCCCC1 (configuration not stated)	-3	6%	4%	3	-10	4%	-14%	-12%	-41%[inhibitor]
Cc1[nH]n(C(N)=S)c(=O)c1N=Nc1ccccc1C(F)(F)F	-7	-1%	-20%	18	3	-20%	-10%	-5%	-19%
CCCN1CCc2c(sc(NC(=O)CCS(=O)(=O)c3ccccc3)c2C(=O)OC)C1	i	-2%	-27%	16	4	2%	9%	1%	?
N=c1nc2n(cc1F)C1OC(CO)C(O)C1O2 (configuration not stated)	33	-9%	-14%	-3	-1	?	?	-1%	?
O=C(NCc1ccccn1)Nc1ccc(Cl)cc1Cl	?	5%	0%	-5	-5	0%	0%	15%	-9%
O=c1c2ccccc2[nH]c(=S)n1CCCN1CCN(c2ccccc2)CC1	12	18%	-24%	-71*	-11	?	?	-18%	?
CCOCC(=O)Nc1cc(S(=O)(=O)N2CCOCC2)ccc1N1CCCCC1	8	7%	-28%	15	5	-6%	2%	12%	-5%
CCn1c(SCC(=O)N2CCC(C)CC2)nnc1-c1ccco1	5	5%	-10%	5	5	13%	19%	-1%	-5%
CCN1CCN(CCNC(=O)CCCCCn2c(=O)[nH]c3cc(C(=O)OC)ccc3c2=O)CC1	11	-11%	-4%	-12	-1	16%	-6%	8%	-8%
O=[N+]([O-])c1ccc(S(=O)(=O)NCCCc2ccccc2)cc1	-4	13%	-8%	-2	-12	21%	-3%	-26%	-1%
COc1ccccc1Cn1c(C)c(C(=O)NCc2cccc(C)c2)sc1=O	?	16%	?	-57*	-4	1%	-10%	-11%	nt
Cc1ccc(S(=O)(=O)N2CCN(c3ncnc4scc(-c5ccc(F)cc5)c34)CC2)cc1	40	19%	-10%	-3	-4	-11%	-14%	-18%	-80%[inhibitor]
COc1cccc(C(=O)N2CCCC(CCC(=O)NCc3ccc(F)c(F)c3)C2)c1 (configuration not stated)	10	0%	?	20	1	-5%	-8%	-17%	0%
COc1ccc(OC)c(/C=N/NC(=O)c2csc3ccccc23)c1	-3	19%	6%	-4	-1	16%	12%	8%	5%
O=C(COC(=O)Cc1ccc(F)cc1)NC1CCCC1	-1	7%	1%	9	4	-6%	10%	6%	-3%
COc1cc(NC(=O)NCCN2CCN(c3ccc(Cl)cc3)CC2)ccc1C	-60*	0%	?	?	-12	?	-2%[9.24 µM]	?	?
Cc1c(S(=O)(=O)NCc2ccccc2)c(=O)n(C)c(=O)n1C	0	-5%	20%	2	9	1%	3%	7%	0%

Ordered by count of non-hydrogen atoms (rising): part of the list above.
SMILES	IL1B secr inh	GLP-1R agonist	KB-V1 MDR tox	DRD3 antagonist	DRD3 agonist	KB-3-1 cytotox	HT1080 IDH1KD tx	HT1080NT lethal	SW480 rerep
O=C(COC(=O)Cc1ccc(F)cc1)NC1CCCC1	-1	7%	1%	9	4	-6%	10%	6%	-3%
O=[N+]([O-])c1ccc(S(=O)(=O)NCCCc2ccccc2)cc1	-4	13%	-8%	-2	-12	21%	-3%	-26%	-1%
CCn1c(SCC(=O)N2CCC(C)CC2)nnc1-c1ccco1	5	5%	-10%	5	5	13%	19%	-1%	-5%
COc1ccc(OC)c(/C=N/NC(=O)c2csc3ccccc23)c1	-3	19%	6%	-4	-1	16%	12%	8%	5%
O=c1c2ccccc2[nH]c(=S)n1CCCN1CCN(c2ccccc2)CC1	12	18%	-24%	-71*	-11	?	?	-18%	?
COc1cc(NC(=O)NCCN2CCN(c3ccc(Cl)cc3)CC2)ccc1C	-60*	0%	?	?	-12	?	-2%[9.24 µM]	?	?
COc1cccc(C(=O)N2CCCC(CCC(=O)NCc3ccc(F)c(F)c3)C2)c1 (configuration not stated)	10	0%	?	20	1	-5%	-8%	-17%	0%
Cc1ccc(S(=O)(=O)N2CCN(c3ncnc4scc(-c5ccc(F)cc5)c34)CC2)cc1	40	19%	-10%	-3	-4	-11%	-14%	-18%	-80%[inhibitor]
CCN1CCN(CCNC(=O)CCCCCn2c(=O)[nH]c3cc(C(=O)OC)ccc3c2=O)CC1	11	-11%	-4%	-12	-1	16%	-6%	8%	-8%

Carrying on.
SMILES	IL1B secr inh	GLP-1R agonist	KB-V1 MDR tox	DRD3 antagonist	DRD3 agonist	KB-3-1 cytotox	HT1080 IDH1KD tx	HT1080NT lethal	SW480 rerep
Cc1cccc(Cn2c(N3CCN(c4ccccc4)CC3)nc3c2c(=O)n(C)c(=O)n3C)c1	?	10%	8%	-17	2	1%	-7%	-3%	-4%
COc1ccc(C(c2c(C)n(C)n(-c3ccccc3)c2=O)c2c(C)n(C)n(-c3ccccc3)c2=O)c(OC)c1OC	10	-1%	-1%	17	2	-2%	1%	-3%	1%
CCOC(=O)N1CCN(S(=O)(=O)c2ccc(C(=O)Nc3nc4ccccc4s3)cc2)CC1	-5	1%	?	33	7	1%	9%	13%	-3%
Cc1ccccc1C(=O)NC(=S)N(C)C1CCCCC1	-26	-1%	-16%	4	-6	-27%	1%	-2%	?
COc1ccc(C(=O)N2CCN(C(=O)C3CCCO3)CC2)cc1[N+](=O)[O-] (configuration not stated)	7	-4%	?	0	-5	11%	4%	2%	?
COc1ccc(C(=O)C2CCCN(C(=O)/C=C/c3ccccn3)C2)c(C)c1 (configuration not stated)	13	14%	?	-15	0	-6%	12%	11%	-9%
COc1ccc(NS(=O)(=O)c2cccc(C(=O)NCC3(N4CCCCC4)CCCCC3)c2)cc1	-5	-14%	?	-8	-9	6%	3%	2%	-13%
O=C(NCCCN1CCCC1=O)c1ccccc1NS(=O)(=O)c1ccc(F)cc1	25	1%	-3%	-11	-14	4%	9%[9.24 µM]	-14%	0%
Cc1cc([N+](=O)[O-])cc2c1NCC1CC=CC21 (configuration not stated)	-11	-5%	0%	-11	-5	-2%	0%	0%	-2%
COc1ccc(C2NC(=O)NC(C)=C2C(=O)OCC2CCCCC2)cc1OC (configuration not stated)	-21	20%	7%	18	3	0%	21%	-13%	-11%
COc1ccc(CSc2nncn2C)cc1[N+](=O)[O-]	37	3%	1%	3	1	2%	5%	2%	3%
Cc1cccn2c(=O)c(C=C(C#N)C#N)c(N3CCN(C)CC3)nc12	-15	18%	14%	13	-19	-6%	-1%	7%	-10%
Cn1nc(-c2ccccc2)cc1NC(=O)[C@@H]1O[C@H](CO)[C@H](O)[C@H](O)[C@H]1O	23	-4%	5%	3	4	0%	0%	6%	nt
Cc1cnc(-c2nnc(N(C)C(=O)c3cccnc3)s2)cn1	-22	-2%	10%	-5	-7	?	-1%	2%	1%[9.22 µM]
COc1ccc(C(CNC(=O)c2ccc(S(=O)(=O)Nc3ccccc3F)cc2)N(C)C)cc1 (configuration not stated)	-9	-4%	0%	1	-7	12%	5%	2%	-1%
Cc1ccc(C)c(NC(=O)C(Sc2cccc[n+]2[O-])c2ccccc2)c1 (configuration not stated)	22	1%	-23%	-12	1	-1%	4%	3%	-3%
Cc1ccc(C(=O)Nc2cccnc2)cc1NC(=O)c1ccco1	-5	-8%	1%	10	4	-3%	7%	3%	-16%
Cc1cccc([C@H]2[C@@H]3C=CC[C@@H](C)[C@@H]3C(=O)N2Cc2ccccc2)c1	-5	0%	0%	-18	-29	-3%	?	?	12%
O=S(=O)(c1cc(F)ccc1F)N1CCN(C2CCCCC2)CC1	12	-5%	-24%	-10	-5	?	0%	2%	-1%
Cc1ccc(NC(=O)CSCC(=O)Nc2ccccc2N2CCCC2)cc1	11	6%	0%	11	-20	-2%	-10%	-14%	-26%
CC(CCc1ccccc1)NC(=O)CSc1nnnn1C (configuration not stated)	13	-3%	-26%	-15	-11	-1%	20%	-2%	?
CCCn1c2ccccc2c2nnc(SCC(=O)OC)nc21	33	18%	19%	7	-6	-5%	-12%	-8%	-1%
CCOc1ccc(S(=O)(=O)NCCSc2ccccc2)cc1	15	1%	12%	27	5	1%	0%	0%	0%
CN(C)CCn1c2c(c(SCC(=O)Nc3cccc4ccccc34)nc1=O)CCCC2	-8	-5%	7%	8	-13	-3%	-12%	-21%	0.58µM*
COc1ccc(NC(=O)C(c2cc3ccccc3o2)n2c(=O)c(-c3cc4ccccc4[nH]3)nc3ccccc32)cc1 (configuration not stated)	20	nt	-2%	22	0	-13%	-30%	-18%	nt
CCc1nc2ccc(C(=O)NCc3ccc4c(c3)OCO4)cn2c1N(C)C(=O)Cc1ccccc1	5	-4%	5%	0	7	0%	19%	30%	nt
CN1C[C@@H](CO)O[C@@H](n2cnc3c(N4CCOCC4)ncnc32)C1	18	9%	1%	6	-1	0%	8%	27%	nt
COc1ccc2[nH]c3c(c2c1)CCN1C(=O)C(CC(=O)NCCC2=CCCCC2)C[C@H](C(=O)N(C(C)C)C(C)C)[C@@]31C (some centres not stated)	-59*	-2%	?	-3	30*	?	-29%	-16%	?

Rows were taken by chance; 12% or so of the library scored in one or more.
